ADAM17 inh: inhibitors of human ADAM17. 0.83% of 370,000 active. inhibition, % at 6.95 µM. P78536. recombinant ADAM17, EDANS/DABCYL FRET peptide cleavage;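 active = inhibition above the mean of compounds lying between control limits plus 3 SD, set per campaign, cut at about 8.5% in these data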;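 note: 0% = DMSO-only wells as the low control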
Target sequence (P78536 215-824 limits assumed): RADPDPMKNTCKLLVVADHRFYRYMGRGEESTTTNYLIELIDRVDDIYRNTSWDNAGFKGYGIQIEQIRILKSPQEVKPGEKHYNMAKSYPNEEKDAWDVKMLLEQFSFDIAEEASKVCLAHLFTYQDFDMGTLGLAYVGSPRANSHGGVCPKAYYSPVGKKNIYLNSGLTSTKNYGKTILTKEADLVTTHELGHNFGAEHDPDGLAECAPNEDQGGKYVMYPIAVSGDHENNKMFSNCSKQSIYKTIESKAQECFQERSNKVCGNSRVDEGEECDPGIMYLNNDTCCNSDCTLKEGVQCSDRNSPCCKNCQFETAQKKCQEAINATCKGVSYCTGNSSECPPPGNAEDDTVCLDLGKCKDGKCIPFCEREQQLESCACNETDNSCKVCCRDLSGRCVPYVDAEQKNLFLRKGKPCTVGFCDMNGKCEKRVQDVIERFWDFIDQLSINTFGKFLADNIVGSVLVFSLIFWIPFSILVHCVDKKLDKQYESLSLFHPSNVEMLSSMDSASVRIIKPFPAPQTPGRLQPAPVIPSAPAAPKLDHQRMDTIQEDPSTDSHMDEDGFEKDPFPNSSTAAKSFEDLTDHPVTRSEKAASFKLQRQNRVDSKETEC
ADAM10 inh: inhibitors of human ADAM10. O14672. recombinant ADAM10, EDANS/DABCYL FRET peptide cleavage, 3 h. inhibition, % at 7 µM. 0.62% of 370,000 active. AID 720582;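 active = inhibition above a per-campaign cutoff equal to the mean of compounds falling between control-based bounds plus 3 SD, cut at about 20% in these data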;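 note: 0% = DMSO wells while the 100% control is not disclosed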
ASAP1 inh: inhibitors of human ASAP1 ArfGAP activity | ASAP1-stimulated ARF1 GTP hydrolysis, GDP FP detection | Q9ULH1 | 0.19% of 360,000 active | inhibition, % at 16.5 µM; in the data active = inhibition above about 25%;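 note: 0% = vehicle with enzyme and substrate and 100% = no enzyme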
PLC-gamma1 inh: PLC-gamma1 (human) inhibition, primary screen; P19174; purified PLC-gamma1, fluorogenic substrate, fluorescence; inhibition, % at 12.2 µM; 0.84% of 370,000 active; AID 720700; in the data active = inhibition above about 9.5%
ARFGAP1 inh: inhibitors of rat ARFGAP1; Arfgap1-stimulated ARF1 GTP hydrolysis, GDP FP detection; inhibition, % at 16.5 µM; 0.26% of 360,000 active; AID 651572;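 active = inhibition above a per-plate limit, mean inhibition of low control wells plus 3 SD, cut at about 25% in these data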;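 note: 0% = DMSO wells with enzyme and 100% = wells lacking Arfgap1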
Target sequence (Q62848 1-136 limits assumed): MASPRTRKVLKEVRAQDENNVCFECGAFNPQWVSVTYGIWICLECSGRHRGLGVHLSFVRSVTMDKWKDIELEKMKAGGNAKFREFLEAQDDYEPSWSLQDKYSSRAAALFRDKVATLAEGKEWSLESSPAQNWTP
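System: truncated rat Arfgap1 GAP domain / Medium: HEPES-based buffer, pH 7.5 / Also added: N-terminally truncated human ARF1-GTP substrate / Incubation: enzyme reaction 120 min at 25 °C after 20 min preincubation / Measured by: FP of antibody-bound GDP Alexa 633 tracer, ex 620/em 688 nm / Replicates: singlicate, each compound tested once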
DDE Tn6 FP inh: DD(E)-Tn6 binding inhibition, primary FP screen; P02675; Fibrin DD(E) TRITC-Tn6 fluorescence polarization displacement; inhibition, % at 8.3 µM; 0.21% of 370,000 active; AID 720509;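 active = inhibition above a per-campaign cutoff: mean of compounds within control limits plus 3 SD, cut at about 15% in these data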;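 note: 0% = median of all compound wells on the plate and 100% = blocking peptide control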
Tn7 DDE FP: DD(E)-Tn7 binding inhibition, primary FP screen. P02675. FP displacement of FITC-Tn7 peptide from fibrin DD(E); 0% = median of compound wells per plate. inhibition, % at 8.3 µM. 0.13% of 370,000 active. AID 720508;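 active = inhibition above the mean of compounds falling within the control limits plus 3 SD of them, cut at about 14% in these data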;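 note: 0% = plate median of compound wells and 100% = 10 µM Aha-Tn7 peptide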
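Assay system: Human clot-derived fibrin DD(E) complex | Buffer or medium: Tris/NaCl/CaCl2 buffer, pH 7.8 | Repeats: One replicate per compound | Benchmarks: Aha-Tn7 high control | Measure: % inhibition scaled between sample-field median and high-control FP | Schedule: 10 min plus 3 h, room temperature | Signal: Fluorescence polarization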
LEDGF integ inh: blocks HIV-1 LEDGF/p75-dependent DNA integration; TR-FRET IN-LEDGF/p75 DNA integration, Eu/Cy5; inhibition, % at 3.7 µM; AID 743269; 0.64% of 370,000 active;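 active = inhibition above the screen-wide mean plus 3 SD, cut at about 13% in these data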;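 note: signal is the Cy5 over europium emission ratio at 671 and 618 nm; 0% = plate median of compound wells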
TDP2 inh: TDP2 (human) inhibition, absorbance primary screen. O95551. recombinant TDP2, T5PNP hydrolysis, p-nitrophenol absorbance 415 nm. inhibition, % at 12.8 µM. 0.34% of 370,000 active. AID 720702;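 active = inhibition above the mean of all tested compounds plus 3 SD, set per campaign, cut at about 25% in these data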;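 note: 0% = DMSO with enzyme and 100% = buffer with substrate but no TDP2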
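Assay system: Recombinant human TDP2 | Quantity: 120 nM TDP2 per well | Incubation: 2 h at 37 °C | Signal: Epi absorbance | Evaluation: Percent inhibition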
KLK7 zymogen act: activators of human kallikrein-7 zymogen; 0.9% of 370,000 active; activation, % at 7 µM; AID 652039; P49862; purified proKLK7, EDANS-DABCYL substrate fluorescence; 100% is mature enzyme control, 0% vehicle;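 active = activation above the mean of all tested compounds plus 3 SD, computed per campaign excluding outliers beyond control limits, cut at about 13% in these data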
Target sequence (P49862 whole entry, looked up): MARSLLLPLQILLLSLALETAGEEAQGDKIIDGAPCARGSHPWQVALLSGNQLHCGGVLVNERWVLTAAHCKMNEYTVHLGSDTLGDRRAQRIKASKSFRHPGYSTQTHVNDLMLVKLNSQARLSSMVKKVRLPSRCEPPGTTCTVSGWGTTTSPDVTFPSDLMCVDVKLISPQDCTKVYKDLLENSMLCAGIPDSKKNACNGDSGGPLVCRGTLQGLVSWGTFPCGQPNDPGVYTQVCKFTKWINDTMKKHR
Active calls of the source: *; i = inactive.

SMILES | ADAM17 inh | ADAM10 inh | ASAP1 inh | PLC-gamma1 inh | ARFGAP1 inh | DDE Tn6 FP inh | Tn7 DDE FP | LEDGF integ inh | TDP2 inh | KLK7 zymogen act
CC(C)C(=O)Nc1sc2c(c1-c1nc3ccccc3[nH]1)CCCC2 | -322 | i | -4 | i | 8 | 1 | 1 | -1 | -17 | 496*
CO/N=C/c1c(C(=O)OC)nn(-c2ccccc2)c1Cl | -4 | 7 | 0 | 5 | 8 | 0 | 4 | 1 | 2 | -0.2
O=C(N/N=C\c1ccc[nH]1)C1COc2ccccc2O1 (stereo not drawn) | -5 | -6 | -11 | -2 | 5 | -5 | -2 | -2 | -5 | 0.2
Cc1ccc2nc(/C(C#N)=C\c3ccc([N+](=O)[O-])o3)[nH]c2c1 | -3 | 0 | 22 | -52 | 1 | -3 | 8 | 4 | -8 | -0.4
CCc1nnc(NC(=O)C2Cc3ccccc3C(=O)O2)s1 (stereo not drawn) | -4 | -14 | 3 | 0 | -2 | -3 | 3 | 0 | 12 | -0.8
CCOC(=O)c1cnc2ccc(OCC)cc2c1NCCN1CCOCC1 | -15 | -47 | 1 | -6 | -2 | -4 | 0 | -5 | 0 | 0.7
CCNC(=O)CC1C(=O)N(c2ccc(OC)cc2)C(=O)N1Cc1ccc(OC)cc1 (stereo not drawn) | -2 | 0 | -6 | 0 | 4 | 2 | 0 | -2 | 16 | 0.3
Cc1ccccc1OCC(=O)Nc1cc(S(=O)(=O)N2CCOCC2)ccc1N1CCCC1 | 0 | 3 | -10 | -3 | -12 | -2 | 0 | 0 | 1 | 0.6
CC(C)Sc1ncnc2[nH]ncc12 | 2 | -18 | 2 | 5 | 6 | 4 | -2 | -3 | -4 | -1.7
Cn1c(SCC(=O)NCc2ccco2)nnc1-c1c[nH]c2ccccc12 | 6 | -10 | -16 | 0 | -9 | 2 | -1 | 1 | 6 | -0.6
CC(C)(C)NC(=O)C(OC(=O)c1cccs1)c1ccc(F)cc1 (stereo not drawn) | -5 | -10 | 0 | 0 | 20 | -4 | -4 | -1 | 1 | -0.2
N#Cc1c2c(c(-c3ccco3)[nH]c1=O)CCCC2 | -16 | -46 | -2 | -79 | -6 | 7 | 1 | 13 | 4 | 2.0
CC(NC(=O)COC(=O)c1cc(=O)[nH]c2ccccc12)c1ccccc1 (stereo not drawn) | -67 | -156 | 2 | -184 | -1 | -8 | 1 | -3 | -6 | -40
CC(C)NC(=O)CN1CCC(c2nc3ccccc3[nH]2)CC1 | -5 | -2 | -4 | 1 | 8 | -2 | -4 | 0 | 12 | 0.7
CC1C=Cc2ccccc2N1C(=O)c1ccccc1 (stereo not drawn) | -1 | -1 | -4 | 1 | -1 | -4 | -3 | 1 | 4 | 0.1
COc1ccc(C(=S)N2CCCC2)cc1C | -1 | -4 | -3 | 4 | 0 | 0 | 0 | 4 | 2 | -0.6
CCOc1cc(/C=N\NC(=O)OC(C)(C)C)ccc1OC(=O)c1ccco1 | 0 | 5 | -2 | 2 | 11 | 2 | 5 | 0 | -8 | -0.3
CN(CCO)c1cccc2c1S(=O)(=O)N[C@H](Cc1ccccc1)CO2 | -1 | -6 | 2 | 1 | -2 | 9 | 5 | 1 | 10 | 0.2
CC(NC(=O)CCc1nnc(-c2ccccc2)o1)c1ccccc1 (stereo not drawn) | -2 | -8 | 1 | 0 | -5 | -1 | 2 | -1 | 6 | 0.6
CN(C)S(=O)(=O)c1ccc(NC(=O)/C=C/c2ccccc2Cl)cc1 | 7 | 13 | 3 | 4 | 13 | -9 | -7 | 0 | 12 | 0.4
O=Cc1ccc(Oc2cccc(C(F)(F)F)c2)nc1 | -3 | -1 | 1 | -3 | 8 | 6 | 6 | -3 | 0 | -0.1
CC(C)Cc1nc2sc3c(SCC(N)=O)ncnc3c2c2c1CCC2 | -5 | 2 | 8 | -3 | 3 | 5 | -4 | -1 | 8 | -0.4
CCOC(=O)c1c(NC(=O)C2COc3ccccc3O2)sc(C(C)=O)c1C (stereo not drawn) | -7 | -6 | 8 | 9 | 11 | -8 | 2 | 2 | -2 | 0.2
CCOc1cc(C=O)ccc1OCc1cc(=O)n2cc(C)ccc2n1 | -15 | -36 | 7 | -12 | 9 | -3 | 1 | 2 | 3 | 0.4
COc1ccc(C)cc1N(CC(=O)N1CCCCCC1)S(=O)(=O)c1ccccc1 | 0 | -6 | 3 | 1 | 6 | 5 | 2 | -1 | -13 | -0.7
C/C=C(\C)C(=O)Nc1cccc(C2=NOC3(C2)C[C@@H](C(N)=O)N(C(=O)/C(C)=C/C)C3)c1 (stereo partly drawn) | 1 | -5 | 15 | 4 | -4 | 6 | -5 | -3 | 5 | -0.2
O=C1/C(=C\c2ccc(Br)o2)SC(=Nc2ccccc2)N1c1ccccc1 | 2 | 2 | 8 | 4 | -3 | -1 | 5 | 7 | -7 | -1.0
O=C(c1[nH]c(C(F)(F)F)nc1-c1ccccc1)N1CCN(Cc2c(F)cccc2Cl)CC1 | -3 | -11 | 3 | -2 | -7 | 8 | 0 | -2 | 7 | 0.3
O=C(NNC(=O)C1CCN(c2ncccn2)CC1)c1ccc(F)cc1 | -11 | -27 | 13 | -8 | 3 | -8 | 6 | -1 | -4 | 0.7
O=S(=O)(/N=C(/c1ccccc1Cl)N1CCOCC1)c1ccccc1 | -5 | -8 | -9 | 1 | 8 | -2 | 1 | -1 | 1 | -1.1
COc1ccc(S(=O)(=O)N[C@@H](CC(C)C)C(=O)O)cc1 | 3 | 7 | 18 | 2 | 13 | -1 | -9 | 1 | -4 | 0.5
CCCCN1CCC(=O)C(C(=O)OCC)=C1C(=O)OCC | -3 | -14 | -4 | -1 | -8 | 4 | -1 | -6 | -3 | -0.9
Cc1c(CN2CCc3c([nH]c4ccccc34)C2CC(C)C)cnn1C (stereo not drawn) | -8 | -15 | -4 | -16 | 8 | 2 | 5 | -2 | 8 | 1.4
CC(C)(C)OC(=O)C[C@@H]1C/C=C\C[C@@H](CC(=O)NCCO)C(=O)NC[C@@H](c2ccccc2)OC1=O | -5 | -3 | -5 | 1 | 2 | 6 | 2 | -1 | -5 | 0.4
O=S(=O)(Nc1ccccc1)c1cccc2nonc12 | -4 | 2 | 1 | 1 | 1 | -5 | -6 | -2 | 7 | 0.2
COc1ccc(-c2cc(C(=O)NN3CCOCC3)c3ccccc3n2)cc1OC | -5 | -16 | -2 | -69 | 0 | 0 | -2 | -5 | -9 | -1.0
O=C(CN(C(=O)C1CSC(=O)C1)c1cccc(F)c1)NCc1ccc2c(c1)OCO2 (stereo not drawn) | -2 | -3 | -6 | 2 | 7 | -1 | 4 | -2 | 4 | 0.0
CCN(C[C@H]1N[C@@](C)(C(=O)OC)[C@H]2C(=O)N(C)C(=O)[C@@H]12)C(=O)c1ccc(C(C)(C)C)cc1 | -5 | -8 | -9 | 1 | 3 | 4 | 3 | 0 | 13 | 0.0
CC(=O)Nc1ccc(C(=S)NCC2(N(C)C)CCCCC2)cc1 | -4 | -10 | -4 | -3 | 5 | 8 | 3 | -1 | -7 | -0.9
O=C(Nc1ncccc1O)c1cccc(S(=O)(=O)NCc2ccccc2)c1 | -3 | 0 | 12 | -5 | 3 | -3 | -8 | 3 | -9 | 0.1

Quoted from above, 7 compounds:
SMILES | ADAM17 inh | ADAM10 inh | ASAP1 inh | PLC-gamma1 inh | ARFGAP1 inh | DDE Tn6 FP inh | Tn7 DDE FP | LEDGF integ inh | TDP2 inh | KLK7 zymogen act
CC(C)(C)OC(=O)C[C@@H]1C/C=C\C[C@@H](CC(=O)NCCO)C(=O)NC[C@@H](c2ccccc2)OC1=O | -5 | -3 | -5 | 1 | 2 | 6 | 2 | -1 | -5 | 0.4
O=S(=O)(Nc1ccccc1)c1cccc2nonc12 | -4 | 2 | 1 | 1 | 1 | -5 | -6 | -2 | 7 | 0.2
COc1ccc(-c2cc(C(=O)NN3CCOCC3)c3ccccc3n2)cc1OC | -5 | -16 | -2 | -69 | 0 | 0 | -2 | -5 | -9 | -1.0
O=C(CN(C(=O)C1CSC(=O)C1)c1cccc(F)c1)NCc1ccc2c(c1)OCO2 (stereo not drawn) | -2 | -3 | -6 | 2 | 7 | -1 | 4 | -2 | 4 | 0.0
CCN(C[C@H]1N[C@@](C)(C(=O)OC)[C@H]2C(=O)N(C)C(=O)[C@@H]12)C(=O)c1ccc(C(C)(C)C)cc1 | -5 | -8 | -9 | 1 | 3 | 4 | 3 | 0 | 13 | 0.0
CC(=O)Nc1ccc(C(=S)NCC2(N(C)C)CCCCC2)cc1 | -4 | -10 | -4 | -3 | 5 | 8 | 3 | -1 | -7 | -0.9
O=C(Nc1ncccc1O)c1cccc(S(=O)(=O)NCc2ccccc2)c1 | -3 | 0 | 12 | -5 | 3 | -3 | -8 | 3 | -9 | 0.1

(list continues)
SMILES | ADAM17 inh | ADAM10 inh | ASAP1 inh | PLC-gamma1 inh | ARFGAP1 inh | DDE Tn6 FP inh | Tn7 DDE FP | LEDGF integ inh | TDP2 inh | KLK7 zymogen act
N=c1c2c3c(sc2ncn1Nc1ccccc1)CCC3 | -4 | 3 | -9 | -3 | -11 | -3 | 5 | -5 | -1 | 0.4
O=C(N/N=C\c1ccc(Cl)s1)C1COc2ccccc2O1 (stereo not drawn) | -4 | -10 | 0 | 0 | -2 | 7 | 8 | 1 | -7 | 0.1
CCNC(=O)C1(C)CCCCN1Cc1ccc(C#N)cc1 (stereo not drawn) | -4 | -16 | -1 | 1 | 3 | 0 | 11 | -4 | -10 | -0.9
CCOc1ccc(NC(=O)COC(=O)C2COc3ccccc3O2)cc1 (stereo not drawn) | 0 | -9 | 1 | -1 | 5 | 8 | 5 | -2 | -8 | -0.1
CC1CCCC(C)N1C(=O)CSc1nccc(=O)[nH]1 (stereo not drawn) | -6 | 0 | -7 | -1 | 4 | -7 | 5 | -3 | 4 | -0.4
COC(=O)N/N=C/c1cc(C)n(-c2ccc(Br)cc2)c1C | -5 | -6 | 4 | -5 | 12 | -3 | 1 | -4 | 3 | 0.0
CC(=O)c1sc2ccccc2c1OC(=O)c1ccco1 | -3 | -15 | 11 | -6 | 10 | 6 | -7 | 0 | 9 | -1.3
CCOC(=O)C1CCCN(C(=O)c2ccc(C)c(F)c2)CC1 (stereo not drawn) | 2 | 6 | 5 | 6 | -3 | -3 | 7 | 1 | 7 | 0.5
CCC(C)N(C)C1CCN(C(=S)Nc2cccc(SC)c2)CC1 (stereo not drawn) | -8 | -2 | 12 | 0 | -1 | -4 | 7 | -3 | 5 | -0.1
CCOc1ccc2nc(Cl)c(C3CC(c4ccco4)=NN3S(=O)(=O)c3ccccc3)cc2c1 (stereo not drawn) | -7 | -16 | -1 | -78 | -7 | -5 | 7 | 3 | -5 | -0.8
Cc1cc(C)cc(NC(=O)CCN2C(=O)c3ccccc3C2=O)c1 | 4 | 0 | -3 | 6 | 1 | 7 | 1 | 11 | -6 | 0.1
Cc1nnc2c(-c3ccccc3)nc3ccccc3n12 | 1 | 2 | 2 | 3 | 7 | 4 | -4 | 1 | -10 | -0.1
